# High-throughput results (PubChem BioAssay)
# TDP2 absorb = TDP2 (human) inhibition, absorbance primary screen; O95551; recombinant TDP2, T5PNP hydrolysis, p-nitrophenol absorbance 415 nm; inhibition, % at 12.8 µM; 370,000 compounds, 0.34% hits; AID 720702;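 active means inhibition above the mean of all tested compounds plus 3 SD, set per campaign, cut at about 25% in these data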;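 further: 0% = DMSO with enzyme and 100% = buffer with substrate but no TDP2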
#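 Evaluation: % inhibition relative to enzyme-containing and enzyme-free wells. Material: recombinant human TDP2. Benchmarks: enzyme-free and DMSO wells. Timing: enzyme reaction with compound for 2 h at 37 °C. Compound dosing: 12.8 µM only. Measured by: p-Nitrophenol epi absorbance. Reagent: T5PNP substrate at 5 mM, a TopII-DNA adduct mimic. Replication: single well per compound.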
# SIAE inh = human SIAE inhibition, primary screen; SIAE FP-Rh probe binding, fluorescence polarization; inhibition, % at 9.66 µM; 370,000 compounds, 0.69% hits; Q9HAT2; AID 1053197;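 active means inhibition above a cutoff: mean of compounds within the control limits plus 3 SD of those, cut at about 17% in these data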;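 further: 0% = plate median of compound wells and 100% = probe without SIAE protein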
# ARFGAP1 inh = rat ARFGAP1 inhibition; Arfgap1-stimulated ARF1 GTP hydrolysis, GDP FP detection; 360,000 compounds, 0.26% hits; inhibition, % at 16.5 µM;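 active means inhibition above a per-plate limit, mean inhibition of low control wells plus 3 SD, cut at about 25% in these data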;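 further: 0% = DMSO wells with enzyme and 100% = wells lacking Arfgap1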
#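 Replicates: Single well per compound | Assay system: Truncated rat Arfgap1 GAP domain | Control set: No-Arfgap1 wells (100%) versus DMSO full-reaction wells (0%) | Times: Enzyme reaction 120 min at 25 °C after 20 min preincubation | Reagent: Human ARF1(Δ1-17)-GTP substrate | Measured by: Tracer-displacement fluorescence polarization with EDTA stop, 620/688 nm | Measure: Percent inhibition of Arfgap1-stimulated GTP hydrolysis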
# ASAP1 GAP inh = ASAP1 ArfGAP inhibition. 360,000 compounds, 0.19% hits. ASAP1-stimulated ARF1 GTP hydrolysis, GDP FP detection. Q9ULH1. inhibition, % at 16.5 µM; in the data active means inhibition above about 25%;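 further: 0% = vehicle with enzyme and substrate and 100% = no enzyme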
# ADAM10 inh = ADAM10 inhibition, QFRET primary screen; O14672; recombinant ADAM10, EDANS/DABCYL FRET peptide cleavage, 3 h; inhibition, % at 7 µM; 370,000 compounds, 0.62% hits; AID 720582;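 active means inhibition above a per-campaign cutoff equal to the mean of compounds falling between control-based bounds plus 3 SD, cut at about 20% in these data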;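 further: 0% = DMSO wells while the 100% control is not disclosed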
# ADAM17 inh = inhibits human ADAM17; P78536; recombinant ADAM17, EDANS/DABCYL FRET peptide cleavage; inhibition, % at 6.95 µM; 370,000 compounds, 0.83% hits;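 active means inhibition above the mean of compounds lying between control limits plus 3 SD, set per campaign, cut at about 8.5% in these data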;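 further: 0% = DMSO-only wells as the low control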
# Target sequence (P78536 215-824 limits assumed): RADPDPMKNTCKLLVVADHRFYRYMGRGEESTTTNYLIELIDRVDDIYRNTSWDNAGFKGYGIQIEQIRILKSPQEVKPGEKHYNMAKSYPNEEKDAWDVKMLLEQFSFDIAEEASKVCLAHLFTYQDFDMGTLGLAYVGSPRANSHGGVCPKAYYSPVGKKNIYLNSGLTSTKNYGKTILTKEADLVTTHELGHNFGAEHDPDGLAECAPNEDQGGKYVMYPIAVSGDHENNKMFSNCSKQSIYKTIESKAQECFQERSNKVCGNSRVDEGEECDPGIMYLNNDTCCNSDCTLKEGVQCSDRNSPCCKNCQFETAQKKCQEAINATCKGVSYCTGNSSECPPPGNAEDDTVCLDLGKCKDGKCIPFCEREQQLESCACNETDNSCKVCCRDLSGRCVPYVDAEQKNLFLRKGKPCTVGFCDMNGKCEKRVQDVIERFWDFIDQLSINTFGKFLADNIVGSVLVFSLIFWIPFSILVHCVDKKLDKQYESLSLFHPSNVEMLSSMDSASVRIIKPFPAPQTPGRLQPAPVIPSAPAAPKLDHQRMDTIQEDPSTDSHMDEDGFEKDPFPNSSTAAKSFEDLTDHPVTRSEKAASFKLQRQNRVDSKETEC
# PLCb3 inh = blocks human PLC-beta3 enzyme activity; Q01970; 370,000 compounds, 0.18% hits; inhibition, % at 12.2 µM; Purified PLC-beta3, fluorogenic substrate, fluorescence; in the data active means inhibition above about 11%;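 further: 0% = median of compound wells on plate and 100% = full blocker control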
# DDE Tn6 FP inh = inhibitors of Tn6 peptide binding to human fibrin DD(E) | P02675 | Fibrin DD(E) TRITC-Tn6 fluorescence polarization displacement | inhibition, % at 8.3 µM | 370,000 compounds, 0.21% hits | AID 720509;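 active means inhibition above a per-campaign cutoff: mean of compounds within control limits plus 3 SD, cut at about 15% in these data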;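 further: 0% = median of all compound wells on the plate and 100% = blocking peptide control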
# Target sequence (P02675 whole entry, looked up): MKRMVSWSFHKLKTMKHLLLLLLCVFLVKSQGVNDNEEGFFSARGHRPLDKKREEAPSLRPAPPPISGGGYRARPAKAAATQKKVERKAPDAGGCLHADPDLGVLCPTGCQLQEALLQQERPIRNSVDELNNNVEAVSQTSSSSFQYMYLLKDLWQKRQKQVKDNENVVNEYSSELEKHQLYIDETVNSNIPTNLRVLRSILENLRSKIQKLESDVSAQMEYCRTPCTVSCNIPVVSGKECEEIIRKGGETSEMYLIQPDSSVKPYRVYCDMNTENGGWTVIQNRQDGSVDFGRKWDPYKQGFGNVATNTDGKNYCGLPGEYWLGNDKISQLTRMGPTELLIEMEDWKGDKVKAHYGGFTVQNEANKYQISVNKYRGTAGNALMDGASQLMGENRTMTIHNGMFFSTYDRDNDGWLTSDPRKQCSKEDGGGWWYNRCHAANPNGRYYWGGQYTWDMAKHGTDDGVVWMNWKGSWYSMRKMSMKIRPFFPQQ
# Tn7 DDE FP = inhibitors of Tn7 peptide binding to human fibrin DD(E) | P02675 | FP displacement of FITC-Tn7 peptide from fibrin DD(E); 0% = median of compound wells per plate | inhibition, % at 8.3 µM | 370,000 compounds, 0.13% hits;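 active means inhibition above the mean of compounds falling within the control limits plus 3 SD of them, cut at about 14% in these data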;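 further: 0% = plate median of compound wells and 100% = 10 µM Aha-Tn7 peptide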
#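 Assay system: human fibrin DD(E) protein / Input: 2 µM fibrin DD(E) / Benchmarks: high control of 10 µM Aha-Tn7 peptide / Measured by: fluorescence polarization of the labelled Tn7 tracer / Medium: Tris buffer with calcium and detergent, pH 7.8 / Timing: 10 min compound pre-incubation, 3 h probe incubation at room temperature / Repeats: one replicate per compound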
# PLC-gamma1 inh = PLC-gamma1 (human) inhibition, primary screen | P19174 | purified PLC-gamma1, fluorogenic substrate, fluorescence | inhibition, % at 12.2 µM | 370,000 compounds, 0.84% hits | AID 720700; in the data active means inhibition above about 9.5%
# * marks the source's active call; other numbers are inactive results; i = inactive; / = not tested or not shown.
SMILES,TDP2 absorb,SIAE inh,ARFGAP1 inh,ASAP1 GAP inh,ADAM10 inh,ADAM17 inh,PLCb3 inh,DDE Tn6 FP inh,Tn7 DDE FP,PLC-gamma1 inh
O=C(CCCN1C(=O)C2CC=CCC2C1=O)Nc1ccccc1Cl (stereo not drawn),-5,7,8,-11,-2,-1,-5,10,8,-3
CCSc1oc(-c2ccco2)nc1S(=O)(=O)c1ccc(F)cc1,-5,-8,3,-1,-6,-3,-7,-3,-1,-7
CCCCNC(=O)C1CCN(S(=O)(=O)N2CCCCCC2)CC1,-6,0,0,2,-3,0,4,1,-5,0
COc1ccc(CCN2CN(S(=O)(=O)c3ccccc3)c3nc4ccccc4nc32)cc1,0,3,-4,3,-54,-20,-24,15,-8,-15
CC(C)C(=O)N1CCN(c2cc(N3CCN(C)CC3)c(F)cc2[N+](=O)[O-])CC1,2,-9,-7,15,0,-2,2,-1,-1,2
CCOc1ccc(CCNC(=O)CN2C(=O)c3cccnc3Oc3ccc(Cl)cc32)cc1,-25,-2,-9,3,3,11*,-7,8,5,7
CCOc1cc(CNc2ccccc2)cc(Br)c1OCc1ccccc1F,3,2,-12,3,-5,-2,-2,-3,2,-4
CCOC(=O)c1ccc(NC(=O)Cn2nnc(-c3ccccc3)n2)cc1,2,0,-2,-2,-1,-3,-2,-4,1,-2
C=CCn1c(C)nnc1SCC(=O)Nc1cc(S(=O)(=O)N2CCCC2)ccc1Cl,-13,4,-7,-3,-11,2,-2,-3,-8,4
CN(C)/C=C(/C(=O)c1ccccc1)S(=O)(=O)c1ccc(Cl)cc1,4,-3,3,-4,0,-1,0,2,4,2
COC(=O)C1C(=O)/C(=C(/C)N2CCCC2)C(=O)CC1(C)C (stereo not drawn),-5,-8,10,11,6,-1,1,7,-2,4
COc1ccc(NC(=O)COC(=O)c2ccc(F)cc2F)cc1,10,-1,5,-12,-1,-1,-4,-6,-6,-2
COc1ccc(S(=O)(=O)NC(CC(=O)NCCc2ccc(OC)c(OC)c2)c2ccco2)cc1 (stereo not drawn),2,0,7,3,0,-3,1,1,-6,0
O=C(NCCc1ccc(Cl)cc1)Nc1cccc(Cl)c1,-8,-6,8,-12,17,6,1,5,-6,3
COc1cccc(/C=N/NC(=S)Nc2cccc(C(=O)O)c2)c1,-15,3,2,1,7,4,-7,-10,-6,-5
Cc1ccnc(SCC(=O)N2CCN(c3cccc(Cl)c3)CC2)n1,-8,1,-5,-9,14,1,1,-4,-1,3
CC(NCc1ccc(S(N)(=O)=O)cc1)C(=O)Nc1cc([N+](=O)[O-])ccc1Cl (stereo not drawn),6,-5,-8,-8,-15,-7,-7,0,7,2
Cc1cc(C)c(NC(=O)CSc2nc(=O)n(CCN3CCOCC3)c3c2CCCC3)c(C)c1,12,4,0,12,-6,-2,-3,3,-3,-1
O=S(=O)(NCCc1ccccc1)c1cccc2cccnc12,4,2,7,-4,0,0,0,3,-3,5
CCn1nc(CC(=O)Nc2nnc(CC(=O)N3CCOCC3)s2)c2ccccc2c1=O,13,0,8,-8,1,-2,1,2,3,1

# Single values from the list:
# ADAM17 inh, CCn1nc(CC(=O)Nc2nnc(CC(=O)N3CCOCC3)s2)c2ccccc2c1=O → -2
# DDE Tn6 FP inh, COc1ccc(NC(=O)COC(=O)c2ccc(F)cc2F)cc1 → -6

# (continued)
SMILES,TDP2 absorb,SIAE inh,ARFGAP1 inh,ASAP1 GAP inh,ADAM10 inh,ADAM17 inh,PLCb3 inh,DDE Tn6 FP inh,Tn7 DDE FP,PLC-gamma1 inh
O=C(COc1ccccc1F)NNC(=O)c1cccc(-n2cccc2)c1,1,-8,-3,14,11,15*,2,-8,-7,3
C[C@H](CO)N1C[C@H](C)[C@H](CN(C)CC2CC2)Oc2ccc(NC(=O)CCN3CCOCC3)cc2C1=O,4,-3,6,-2,-7,-4,-7,-1,1,-6
CCCn1nnnc1NC(=O)CSc1ccc(Cl)cc1,1,-10,-1,-7,4,1,-4,4,-1,0
O=C1COCCOCCOCC(=O)NCCN1,1,4,0,-8,-3,0,2,7,0,1
Cn1ccnc1Sc1ccc(C=O)cc1[N+](=O)[O-],-4,-6,7,4,-6,-4,4,8,5,2
CCc1nnc(SCC(=O)Nc2nnc(C)s2)n1CC1CCCO1 (stereo not drawn),5,-14,5,14,-8,-4,-6,-10,-8,-2
CCOC(=O)C1CCN(C(=O)c2ccc3c(c2)NC(=O)/C(=C\c2cccc(C)c2)S3)CC1,-4,-21,-2,14,0,0,-19,-1,7,-8
O=C(CSc1nc2ccccc2o1)N1CCOCC1,12,-4,-1,-4,2,2,-6,5,3,3
O=C(C[n+]1ccc2ccccc2c1)Nc1cc(C(F)(F)F)ccc1Cl,4,7,8,-9,-14,-6,-6,6,5,-5
Cc1ccc(S(=O)(=O)N2CCCCC2)cc1NC(=O)C1=NN(c2ccccc2)C(=O)CC1,0,-1,-11,-2,-9,-3,-8,4,6,-1
CC(=O)c1ccc(NCC2COc3ccccc3O2)c([N+](=O)[O-])c1 (stereo not drawn),6,5,12,5,4,1,3,-3,-6,1
CC(C)C(=O)N1CCC1(C)C(=O)Nc1nc2ccccc2[nH]1 (stereo not drawn),-12,-1,11,13,3,0,3,2,-11,1
CC(C)c1cccc(C(C)C)c1NC(=O)COC(=O)c1ccc2c(c1)S(=O)(=O)c1ccccc1C2=O,7,-3,4,-10,5,0,4,2,-5,0
COCc1ccc(C(=O)N2CCCC(C(=O)c3cc(F)ccc3F)C2)s1 (stereo not drawn),-4,0,-2,-7,10,1,4,-1,2,2
CCCCC1=CC2=C(c3ccco3)C(=O)C(C)(OC(=O)c3ccc(OC)cc3)C(=O)C2=CN1Cc1ccccc1 (stereo not drawn),-4,1,0,-9,1,0,-177,9,8,-114
CCOC(=O)c1nnn(CC(=O)Nc2ccccc2OC)c1C(=O)OCC,-3,-4,13,5,-1,-3,-24,-7,2,2
O=c1c(-c2nnc(SCc3ccc(Cl)cc3)o2)cccn1Cc1ccccc1,4,-7,-2,-8,i,i,i,-5,4,-421
CC[C@]12c3[nH]c4cc(-c5ccco5)ccc4c3CCN1C(=O)[C@@H](CC(=O)NCCN1CCOCC1)C[C@@H]2C(=O)N1CCN(C(=O)C2CC2)CC1,-5,4,-4,13,i,-201,i,-2,6,i
CCOC(=O)[C@]12CCCC=C1N(CCCOC)C(=O)[C@@H]2CC(=O)NCc1ccc(OC)c(OC)c1,4,2,/,/,-15,-3,-1,-1,3,-1
CC(=O)Nc1ccc(S(=O)(=O)NNC(=O)CCC(=O)NCc2ccccc2)cc1,-2,1,-7,9,-11,-2,-3,3,-1,-1
CC(C)OC(=O)/C(C#N)=C/c1c[nH]c2ccccc12,-2,6,16,-5,6,2,1,0,-2,5
Brc1ccc(-c2nc(-c3ccccn3)no2)o1,-9,-4,0,-18,-11,-5,0,1,7,3
Cc1ccc(CN2CCCCC(NC(=O)c3cccc([N+](=O)[O-])c3)C2=O)cc1 (stereo not drawn),-6,0,/,/,-2,-2,-4,0,2,-3
COc1cc(COc2ccc3c(C)c(CCC(=O)O)c(=O)oc3c2)cc(OC)c1OC,7,-1,5,8,-121,-46,-32,2,7,-24
Cc1ccc(-n2c(SCC(=O)NCc3ccco3)nnc2-c2cccnc2)cc1,8,1,3,-10,-3,-4,3,3,-8,-2
Cc1cc(=O)[nH]c(SCc2cccc(Br)c2)n1,2,0,6,-16,9,-2,5,1,-2,1
CC(=O)C1C(c2ccc(F)c(F)c2)NC(=O)NC1(O)C(F)(F)F (stereo not drawn),0,3,-4,3,1,-4,-4,5,6,1
CCOC(=O)c1nc2nc(C)c(Cl)c(=O)n2[nH]1,-3,-3,3,-4,4,-3,1,4,5,-2
O=C(Nc1ccccc1F)C1CCN(S(=O)(=O)c2cccc3nonc23)CC1,14,4,1,1,7,-1,-2,6,7,2
CCN(CC)C(=O)CSc1nc2ncccc2[nH]1,-1,3,6,0,2,-3,4,2,5,2
Cc1ccc(SCc2ccc(C(=O)Nc3cccc([N+](=O)[O-])c3)cc2)cc1,7,-3,13,1,0,-1,1,-7,-6,0
Cc1cccc(C)c1OCc1n[nH]c(=S)n1-c1ccccc1,5,8,-1,-1,1,-1,-1,-3,-2,-1
CSc1nsc(SCC(=O)Nc2ccc(Br)cn2)n1,-12,-4,13,1,6,1,-2,3,-4,1

# Ten of the compounds above, with two lines to a compound.
# The line under a structure holds: TDP2 absorb, SIAE inh, ARFGAP1 inh, ASAP1 GAP inh, ADAM10 inh, ADAM17 inh, PLCb3 inh, DDE Tn6 FP inh, Tn7 DDE FP, PLC-gamma1 inh
- O=C1COCCOCCOCC(=O)NCCN1
→ 1, 4, 0, -8, -3, 0, 2, 7, 0, 1
- Cn1ccnc1Sc1ccc(C=O)cc1[N+](=O)[O-]
→ -4, -6, 7, 4, -6, -4, 4, 8, 5, 2
- CCc1nnc(SCC(=O)Nc2nnc(C)s2)n1CC1CCCO1 (stereo not drawn)
→ 5, -14, 5, 14, -8, -4, -6, -10, -8, -2
- CCOC(=O)C1CCN(C(=O)c2ccc3c(c2)NC(=O)/C(=C\c2cccc(C)c2)S3)CC1
→ -4, -21, -2, 14, 0, 0, -19, -1, 7, -8
- O=C(CSc1nc2ccccc2o1)N1CCOCC1
→ 12, -4, -1, -4, 2, 2, -6, 5, 3, 3
- O=C(C[n+]1ccc2ccccc2c1)Nc1cc(C(F)(F)F)ccc1Cl
→ 4, 7, 8, -9, -14, -6, -6, 6, 5, -5
- Cc1ccc(S(=O)(=O)N2CCCCC2)cc1NC(=O)C1=NN(c2ccccc2)C(=O)CC1
→ 0, -1, -11, -2, -9, -3, -8, 4, 6, -1
- CC(=O)c1ccc(NCC2COc3ccccc3O2)c([N+](=O)[O-])c1 (stereo not drawn)
→ 6, 5, 12, 5, 4, 1, 3, -3, -6, 1
- CC(C)C(=O)N1CCC1(C)C(=O)Nc1nc2ccccc2[nH]1 (stereo not drawn)
→ -12, -1, 11, 13, 3, 0, 3, 2, -11, 1
- CC(C)c1cccc(C(C)C)c1NC(=O)COC(=O)c1ccc2c(c1)S(=O)(=O)c1ccccc1C2=O
→ 7, -3, 4, -10, 5, 0, 4, 2, -5, 0
